AddAB inh: growth inhibition of E. coli expressing H. pylori AddAB, primary screen, AddAB inhibitor project, absorbance; inhibition, % at 11.9 µM; 330,000 tested, 0.29% active; in the data active means inhibition above about 12%;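 further: 0% = vehicle wells of infected cells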
DAGLB inh: DAGLB lipase inhibitors, primary screen, biochemical, fluorescence, HTS. HEK293T DAGLB membrane lysate, EnzChek fluorogenic substrate. inhibition, % at 5.17 µM. 340,000 tested, 0.059% active; in the data active means inhibition above about 34%;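 further: 0% = enzyme with vehicle and 100% = wells lacking enzyme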
Target sequence (Q8NCG7 whole entry, looked up): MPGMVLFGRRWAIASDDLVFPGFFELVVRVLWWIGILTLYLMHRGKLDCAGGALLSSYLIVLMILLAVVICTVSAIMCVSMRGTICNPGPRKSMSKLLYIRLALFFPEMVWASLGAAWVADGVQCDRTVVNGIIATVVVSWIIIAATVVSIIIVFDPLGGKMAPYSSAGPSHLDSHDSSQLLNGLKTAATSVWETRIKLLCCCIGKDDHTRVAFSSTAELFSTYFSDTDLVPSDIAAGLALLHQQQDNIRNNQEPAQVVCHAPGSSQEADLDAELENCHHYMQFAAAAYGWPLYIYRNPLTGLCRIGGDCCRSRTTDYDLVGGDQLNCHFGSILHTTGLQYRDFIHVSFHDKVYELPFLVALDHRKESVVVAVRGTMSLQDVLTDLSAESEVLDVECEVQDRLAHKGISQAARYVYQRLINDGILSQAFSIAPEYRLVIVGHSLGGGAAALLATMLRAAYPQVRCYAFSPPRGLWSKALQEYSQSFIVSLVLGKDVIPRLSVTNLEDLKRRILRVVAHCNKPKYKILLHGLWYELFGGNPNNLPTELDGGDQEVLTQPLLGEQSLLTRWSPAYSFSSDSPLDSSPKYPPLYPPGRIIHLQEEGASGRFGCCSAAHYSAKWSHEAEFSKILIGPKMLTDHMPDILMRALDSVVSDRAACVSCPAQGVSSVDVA
PfHsp90 yeast 2: growth inhibition of PfHsp90-expressing yeast, primary screen, antimalarial PfHsp90 inhibitor project, S. cerevisiae, BacTiter-Glo luminescence, single point, set 2; BacTiter-Glo ATP, 48 h; yeast lacking PDR1 and PDR3 efflux regulators; inhibition, % at 9.4 µM; 310,000 tested, 0.32% active; AID 504621, 2011;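 active means every replicate shows inhibition above about 80%, whatever the replicate mean, limit read from the data; inconclusive means mean inhibition reaches the set limit but some replicate falls short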;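 further: 0% = DMSO neutral controls and 100% = 20 µM radicicol positive controls; yeast relying on Plasmodium falciparum Hsp90 in place of its own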
Wnt act: Wnt/beta-catenin pathway activators, primary screen, cell-based, plate reader, single point. Wnt/beta-catenin reporter cell assay, activator. activation, % at 9.35 µM. 300,000 tested, 1.2% active; in the data active means activation above about 30%, passing the limit was not always enough; inconclusive means no clear call, values can overlap the other calls;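 further: 0% = neutral control wells and 100% = positive control wells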
PvdQ acylase: P. aeruginosa PvdQ acylase inhibitors, primary screen, biochemical, fluorescence, plate reader and imaging, single point. PvdQ acylase [Pseudomonas aeruginosa LESB58]. purified PvdQ acylase. inhibition, % at 10 µM. 340,000 tested, 0.063% active. AID 488965, 2010; in the data active means inhibition above about 30%, passing the limit was not always enough; inconclusive means no clear call, values can overlap the other calls;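 further: 0% = vehicle neutral wells and 100% = reference inhibitor wells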
E coli growth: E. coli V3065 growth inhibition, primary screen, counter-screen for AddAB inhibitor project, absorbance, OD600; 18 h; inhibition, % at 11.9 µM; 330,000 tested, 0.27% active; AID 449728, 2010;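 active means inhibition above the campaign's mean inhibition across all tested compounds plus 3 SD, cut at about 9.9% in these data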;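 further: uninfected addAB+ strain grown without phage in ampicillin broth; 0% = DMSO wells and 100% = ciprofloxacin 0.95 µg/ml wells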
phage Ecoli inh: growth loss of phage-infected E. coli, primary screen, RecBCD inhibitor project, absorbance, with phage, HTS; inhibition, % at 11.9 µM; 360,000 tested, 0.26% active; in the data active means inhibition above about 11%
CAL PDZ FP: CAL PDZ peptide-binding inhibitors, primary screen, biochemical, fluorescence polarization, Cer-tagged CAL PDZ, HTS. purified CAL PDZ, TMR-peptide fluorescence polarization, 1 h. inhibition, % at 20 µM. 330,000 tested, 0.02% active;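 active means highest replicate inhibition of at least 40%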;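 further: plate controls were DMSO neutral control wells for no effect and unlabeled competitor peptide control wells for full effect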
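System: tagged CAL PDZ domain. Schedule: 1 h room-temperature incubation prior to read. Signal: fluorescence polarization (mP). Measure: percent inhibition from loss of millipolarization.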
Tat export inh: E. coli Tat export inhibitors, primary screen, MC4100, TorA-mCherry reporter, fluorescence, single point. inhibition, % at 10 µM. 340,000 tested, 0.036% active;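 active means mean replicate inhibition at least 50% and at least half of replicates individually reaching 50%; inconclusive means only one of the two criteria met; inactive means neither criterion met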;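 further: exported cargo escapes ClpAP degradation while cytoplasmic cargo is degraded and loses fluorescence; 0% = median of neutral control wells and 100% = median of NaSCN control wells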
Rtt109 Vps75: inhibitors of C. albicans Rtt109/Vps75 HAT, primary screen, biochemical, ThioGlo CoA-SH fluorescence, plate reader. Histone acetyltransferase RTT109 (Candida albicans (strain SC5314 / ATCC MYA-2876)), …. 330,000 tested, 0.16% active. inhibition, % at 34.9 µM. purified Rtt109/Vps75, 4 h. AID 540336, 2011;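 active means inhibition of at least 50% in every replicate; inconclusive means best replicate reaches 50% inhibition but some replicates fall short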
Target sequence (Q5AAJ8 whole entry, looked up): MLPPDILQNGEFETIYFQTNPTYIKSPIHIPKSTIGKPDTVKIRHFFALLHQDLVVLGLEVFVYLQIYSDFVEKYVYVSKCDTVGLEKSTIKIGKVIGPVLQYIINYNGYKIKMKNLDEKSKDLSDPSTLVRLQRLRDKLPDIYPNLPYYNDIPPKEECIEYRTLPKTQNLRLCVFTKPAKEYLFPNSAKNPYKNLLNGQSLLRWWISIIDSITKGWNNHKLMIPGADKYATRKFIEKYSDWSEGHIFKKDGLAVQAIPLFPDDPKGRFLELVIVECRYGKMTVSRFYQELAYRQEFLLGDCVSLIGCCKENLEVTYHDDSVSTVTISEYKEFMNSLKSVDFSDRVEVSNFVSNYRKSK
Starred values were filed as active, the others as inactive; ? = inconclusive; . = no result given.

SMILES	AddAB inh	DAGLB inh	PfHsp90 yeast 2	Wnt act	PvdQ acylase	E coli growth	phage Ecoli inh	CAL PDZ FP	Tat export inh	Rtt109 Vps75
CCN(CC)S(=O)(=O)c1ccc(OC)c(NC(=O)c2cccc([N+](=O)[O-])c2C)c1	0.2	-2	.	5	5	0.7	1.5	-0.3	-4	-1
COc1ccc(S(=O)(=O)Nc2c(C)nn(C)c2C)cc1Br	1.9	2	-10	-3	-10	1.1	2.9	-1.1	-3	1
O=C1CC2(CCCCC2)Oc2ccc(O)cc21	-0.6	1	-4	.	3	-2.4	1.7	.	-4	4
Cc1ccc(C(=O)NNC(=O)Cn2nnc3ccccc32)cc1	-1.1	4	-39	4	-2	-6.4	-0.9	-3.5	19	-7
COC(=O)C1C(=O)NCC1c1ccccc1 (stereo unspecified)	2.0	1	0	-1	2	-1.7	-0.1	0.7	3	28
CC1CCCC(C)N1C(=O)Cn1cnc2cc([N+](=O)[O-])ccc2c1=O (stereo unspecified)	0.2	-1	24	1	-7	1.5	1.8	0.4	-3	2
Cc1nc2ccccc2c(=O)n1Cc1ccc([N+](=O)[O-])cc1	-2.0	1	2	-3	-14	-1.7	3.9	0.1	-1	-1
Cc1ccn2cc(CC(=O)O)nc2c1	-0.8	1	-8	0	0	-0.3	2.7	-2.8	9	-5
CN1CCc2c(sc(NC(=O)c3ccc(S(=O)(=O)N4CCc5ccccc54)cc3)c2C(N)=O)C1	-1.4	.	.	-3	.	-0.2	0.5	.	.	.
Cn1c(-c2ccc(F)cc2)cnc1SCC(=O)N1CCCCC1	2.5	1	.	35*	-9	-1.4	2.0	-2.9	3	8
O=C(NCc1ccccc1Cl)C(=O)NCC1OCCN1S(=O)(=O)c1ccc(F)cc1 (stereo unspecified)	0.2	0	2	0	4	-0.4	3.3	-0.5	-1	6
CN(C(=O)CSc1nnc(N)s1)c1c(N)n(Cc2ccccc2)c(=O)[nH]c1=O	3.5	0	-9	1	-7	-0.3	0.8	0.4	0	-4
O=C(Nc1ccccc1)c1ccc(NC2CCCCC2)c(S(=O)(=O)N2CCOCC2)c1	-1.8	-5	21	.	-6	0.4	3.9	-3.0	6	3
COc1cc2c(cc1OC)CN(C(=O)c1oc3ccccc3c1C)CC2	4.6	-5	-34	2	-12	-3.3	0.9	-0.8	-2	-5
CCCCOP(=O)(OCCCC)C1(C)CC(=O)CC(C)(C)C1 (stereo unspecified)	.	-2	-3	-7	13	.	1.9	-0.3	8	4

Compound profiles, as listed above:
`O=C(NCc1ccccc1Cl)C(=O)NCC1OCCN1S(=O)(=O)c1ccc(F)cc1` (stereo unspecified) is listed with AddAB inh: 0.2; DAGLB inh: 0; PfHsp90 yeast 2: 2; Wnt act: 0; PvdQ acylase: 4; E coli growth: -0.4; phage Ecoli inh: 3.3; CAL PDZ FP: -0.5; Tat export inh: -1; Rtt109 Vps75: 6
`COC(=O)C1C(=O)NCC1c1ccccc1` (stereo unspecified) is listed with AddAB inh: 2.0; DAGLB inh: 1; PfHsp90 yeast 2: 0; Wnt act: -1; PvdQ acylase: 2; E coli growth: -1.7; phage Ecoli inh: -0.1; CAL PDZ FP: 0.7; Tat export inh: 3; Rtt109 Vps75: 28

Other results follow.
SMILES	AddAB inh	DAGLB inh	PfHsp90 yeast 2	Wnt act	PvdQ acylase	E coli growth	phage Ecoli inh	CAL PDZ FP	Tat export inh	Rtt109 Vps75
O=C(/C=C/c1ccc2c(c1)OCCO2)c1ccccc1	2.6	.	-15	-2	?	1.1	1.6	0.7	5	8
CC1=C(C)C(O)N(Cc2ccccc2)C1=O (stereo unspecified)	-0.4	0	-1	0	-7	-2.1	3.9	0.1	-1	-2
CCc1nccn1S(=O)(=O)c1ccc2ccccc2c1	-1.2	0	0	.	-6	-0.2	2.5	-0.7	0	2
C=C1CC(Cn2cc(Br)c(=O)[nH]c2=O)(c2ccc(-c3ccccc3)cc2)OC1=O (stereo unspecified)	.	2	16	-4	1	.	-0.2	0.5	-7	6
CC1Oc2ccccc2N(Cc2ccccc2Cl)C1=O (stereo unspecified)	2.8	-9	-33	2	3	1.8	.	-2.3	-1	-3
CCOC(=O)CC(=O)CSc1nc(-c2ccc3c(c2)OCO3)cc(C(F)(F)F)c1C#N	0.5	-10	8	-2	-10	-3.2	.	0.6	-9	-16
Cc1ccc(N)cc1CN1CCCC1=O	4.0	-1	36	.	-8	-1.8	-1.2	-1.8	-5	-3
C=CCN1C(=O)C(CCCC)NC1=S (stereo unspecified)	0.5	1	2	.	4	-2.1	3.7	0.1	-9	-3
N/C(=N\NC(=O)Nc1ccc(Cl)cc1)c1ccccn1	0.4	-1	20	26	-11	-3.8	1.9	0.2	-9	0
COc1ccc(Cc2noc(CN3CCN(Cc4csc(C)n4)CC3)n2)cc1OC	5.1	-2	.	0	-1	1.0	1.8	-1.4	1	-11
S=c1[nH]c2ccccc2n2c(=S)[nH]nc12	-0.8	4	-19	2	7	-1.4	0.6	-0.7	-14	4
Clc1ccc(OC2CCN(Cc3nc(CC4CC4)no3)CC2)cc1	-0.3	-9	-4	0	2	-2.4	2.5	-0.1	-7	28
O=C(NCCCCc1ccccc1)c1cccc([N+](=O)[O-])c1	3.1	-3	-3	-1	7	1.1	3.6	-0.1	-6	-6
COc1cc(CNc2ccc3[nH]c(=O)[nH]c3c2)ccc1OCc1ccccc1Cl	-3.0	3	6	2	-12	-2.5	1.6	0.6	7	-7
Cc1ccc(S(=O)(=O)N2CCC(=O)N(C(COCc3cccc(C(F)(F)F)c3)C(C)C)CC2)cc1 (stereo unspecified)	1.2	-10	-10	.	-3	-1.9	.	-0.7	2	4
O=C(Nc1ccc(Br)cn1)c1cccc(-c2cc3ccccc3oc2=O)c1	0.0	-1	5	30	4	1.2	2.8	-1.3	3	6
CCN1CC(CN(C)Cc2cn(-c3cccc(C)c3)nc2-c2cccc(F)c2)CC1=O (stereo unspecified)	0.3	-2	7	3	-14	-0.6	-2.6	-2.8	2	8
Cc1ccc(NC(=O)CSc2nnc3ccccn23)cc1S(=O)(=O)N1CCOCC1	-1.0	-1	.	-1	-15	0.4	2.3	-1.5	-8	-5
Cn1c(SCc2ccccc2)nnc1-c1ccco1	3.6	-1	6	3	-10	2.0	2.7	-0.3	5	3
O=C(NCCN1C(=O)C2C3C=CC(C3)C2C1=O)NCc1ccccc1 (stereo unspecified)	3.5	0	26	2	-10	1.5	2.6	-0.7	-1	-11
Cc1ccc(NC(=O)c2cc([N+](=O)[O-])ccc2N2CCCC2)cc1	2.2	0	-12	18	-10	-0.7	2.6	-1.1	-3	.
Cc1cccc(OCc2nnc(SCC(=O)N3CCCC3)o2)c1	3.7	-2	-10	0	9	-0.5	1.8	-1.7	-6	-1
COc1ccc2oc(=O)c(C(=O)C[n+]3cccc(C)c3)cc2c1	1.9	1	-19	0	3	-2.0	5.4	0.2	-6	3
C=CCC1NS(=O)(=O)OCC1NC(=O)OCC(Cl)(Cl)Cl (stereo unspecified)	0.3	0	3	-3	-11	0.2	2.6	-0.8	-12	-1
O=C(c1ccc2ccccc2c1)c1c[nH]cc1-c1ccccc1	0.1	-6	21	6	-5	1.5	6.2	-1.9	2	-15
Cc1ccc(S(=O)(=O)N2Cc3ccccc3CC2C(=O)Nc2ccc3c(c2)OCO3)cc1 (stereo unspecified)	-1.7	-3	-12	.	-9	1.1	1.9	-1.5	7	0
O=C(COc1ccc(S(=O)(=O)Nc2ccccc2)cc1)NCc1ccncc1	3.9	-1	16	-2	-13	-0.1	4.1	0.8	1	-5
COCCN1C(=O)c2cc(C(=O)Nc3ccc(C)c(F)c3)ccc2C1Nc1ccc(C)c(F)c1 (stereo unspecified)	-0.3	0	7	7	-6	-0.4	2.7	-0.2	5	-2
COc1cccc(C(=O)N[C@@H](C)C(=O)N2CCC3(CC2)NCCc2[nH]cnc23)c1	4.1	1	2	0	8	1.1	3.2	-1.3	1	1
CC(C)C(NC(=O)c1ccccc1)c1nnc(SCC(=O)NC2CCCC2)n1C (stereo unspecified)	0.6	-4	2	2	0	-0.5	-0.5	0.1	4	4
Cc1cnc(NCCc2ccccc2)s1	.	-4	3	2	4	.	-1.3	-0.2	-4	5
CN(Cc1ccco1)C(=O)c1ccc(CNS(=O)(=O)c2ccc3c(c2)C(C)(C)C(=O)N3C)cc1	-0.7	-2	-12	-6	10	0.8	1.9	-0.8	2	2
Cc1nn(Cc2ccccc2)c(C)c1/C=N/NC(=O)CNc1cccc(C(F)(F)F)c1	2.6	-4	-10	-14	1	-1.1	1.1	-2.2	8	0
CCOc1cc(/C=N/NC(N)=O)cc(Br)c1OCC(=O)Nc1cccc2ccccc12	2.7	4	-22	.	-4	-1.3	1.1	-1.2	3	4
c1ccc(-c2nc(NCc3ccco3)c3ccccc3n2)nc1	-0.2	-1	-41	.	-7	5.4	-0.3	-3.4	-5	-1
COc1ccc(S(=O)(=O)N(CC(=O)NC(C)C)Cc2ccccc2)cc1	3.0	-1	-23	-3	4	1.1	0.3	-0.3	2	4
CCCCCCc1cc2cc(C(=O)NC)c(=N)oc2cc1O	1.4	2	-15	-2	-9	1.2	2.9	-1.4	-5	-6
CC1(c2ccccc2)NC(=O)N(CCN2C(=O)c3ccccc3C2=O)C1=O (stereo unspecified)	0.9	-1	.	-1	-9	0.7	0.6	-2.4	7	0
COc1cccc(-c2ccc(NC(=O)C3CCCN(CCCn4nc(C)cc4C)C3)cc2)c1 (stereo unspecified)	4.4	-2	-1	5	-4	-2.8	0.2	-2.2	-1	14
CCn1ncc([N+](=O)[O-])c1C(=O)Nc1c(C)cccc1C	.	-5	-12	0	-10	.	3.4	-0.5	4	0
COc1ccccc1/C=C/C=N/n1c(-c2ccncc2)n[nH]c1=S	1.3	-1	28	.	7	0.9	3.9	-0.9	3	4
O=C(CCNS(=O)(=O)c1ccc(Br)cc1)NC1CCC(O)CC1 (stereo unspecified)	3.4	-2	-3	1	2	-0.3	3.9	-0.4	-11	0
COc1ccc(N(CC(=O)NCCSc2ccccc2)S(=O)(=O)c2ccccc2)cc1	3.8	-5	-7	-3	-1	1.7	3.0	-0.3	9	5
COCCN(C(=O)CSc1nnc(-c2ccccc2F)n1C)c1c(N)n(Cc2ccccc2)c(=O)[nH]c1=O	-1.2	0	.	-1	-11	-1.0	-5.1	-1.0	2	0
CCN(CC)CCOC(=O)c1ccc(NC(=O)CCCN2C(=O)/C(=C\c3cccs3)SC2=S)cc1	-0.2	1	-19	1	-1	-1.8	0.6	-0.5	-6	35
CC(C)c1ccc(NC(=O)CSc2nc(=O)n(CCN3CCOCC3)c3c2CCC3)cc1	3.9	2	-8	1	-6	3.5	1.8	-2.6	-2	-6
O=C(NCC(c1ccco1)N1CCc2ccccc2C1)c1ccc(F)cc1 (stereo unspecified)	-0.8	-4	-1	0	0	-0.1	1.2	-0.8	6	-3
